Screening data deposited in PubChem BioAssay by National Center for Advancing Translational Sciences (NCATS).
SW480 rereplic = induces DNA re-replication in SW480 colon adenocarcinoma cells; SW480 DNA re-replication, Hoechst DNA content imaging, 48 h; Potency, µM (series often up to 46.1 µM), without a hit: top-dose re-replication activation, usual class: activators; 340,000 tested, 1.8% active; also: potency is read from the fitted curve at half-maximal effect; % of control where 0% means no effect; nearly all actives have a fitted effect of over 55% in size
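Hoechst fluorescence of nuclei (405 nm excitation, 500-530 nm emission) measured by plate-scanning imager after 48 hr compound exposure at 37 C; re-replication scored as increased number of nuclei with elevated intensity.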
IL1B secr inh = inflammasome signaling inhibition, IL-1 beta readout; THP-1 LPS/ATP IL-1B secretion, AlphaLISA, 16 h; active compounds read low; activity change, % at 57.5 µM; 360,000 tested, 4.7% active; in the data active = activity change below about -50%; inconclusive = mostly about -30% to -49%; also: % is scaled to controls: 0 for no effect and ±100 for the full control effect
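THP-1 cells pretreated 1 hr with compounds (up to 57.5 uM final), then stimulated with LPS (250 ng/mL final) plus ATP (1.25 mM final); secreted IL-1B measured by AlphaLISA after 16 hr, decreased signal indicating inhibition.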
ATXN2 expr inh = inhibitors of ATXN2 expression; 360,000 tested, 0.72% active; HEK-293 ATXN2-luciferase reporter, luminescence, 24 h; Potency, µM (titrated, usually from 57 µM), without a hit: at the highest dose activity change, negative = inhibition, hits mostly inhibitors; also: potency is read from the fitted curve at half-maximal effect; % is scaled to controls: 0 for no effect and ±100 for the full control effect; nearly all actives have a fitted effect of over 55% in size
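ATXN2-luciferase reporter cells (luciferase flanked by upstream and downstream ATXN2 gene portions) were treated 24 h at 37 °C with compounds at up to 57 uM. SteadyGlo luminescence gave expression; GF-AFC fluorescence gave viability.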
KB-V1 MDR tox = kills drug-selected multidrug resistant KB-V1 cells; KB-V1 MDR cells viability, CellTiter-Glo, 72 h; Potency, µM (doses to about 46.1 µM), for the others: top-dose activity change, negative = cytotoxicity, usual class: cytotoxic; 400,000 tested, 3.4% active; AID 1347076; also: potency is read from the fitted curve at half-maximal effect; % is scaled to controls: 0 for no effect and ±100 for the full control effect; nearly all actives have a fitted effect of over 60% in size
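Potencies derive from concentration-effect curves fitted to normalized luminescence (CellTiter-Glo) of KB-V1 cells treated for 72 h at 37 degrees C in phenol-red-free DMEM containing 10% FBS.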
HT1080NT lethal = kills 2HG-producing HT-1080-NT fibrosarcoma cells. HT-1080-NT fibrosarcoma viability, CellTiter-Glo ATP luminescence, 48 h. Potency, µM (doses to about 46.1 µM), for the others: top-dose activity, negative = less viability, actives largely listed as cytotoxic. 360,000 tested, 1.6% active;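 also: NT is the 2HG producing partner of a matched IDH1 knockdown line; potency is read from the fitted curve at half-maximal effect; 0% = DMSO-treated cells and -100% = media-only wells without cells; nearly all actives have a fitted effect of over 55% in size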
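Compounds were tested in concentration-response format on HT-1080-NT cells for 48 hours at 37 degrees C. Cell viability came from CellTiter-Glo luminescence; curves were classified by r2, response magnitude and activity.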
MCF10A rereplic = inducers of DNA re-replication in MCF 10A breast cells; MCF 10A DNA re-replication, Hoechst nuclear intensity, 48 h; Potency, µM (highest dose often 46.1 µM), without a hit: at the top dose activity, positive = re-replication, most hits filed as activators; 350,000 tested, 2.9% active; AID 624296; also: potency is read from the fitted curve at half-maximal effect; % of control where 0% means no effect; nearly all actives have a fitted effect of over 50% in size
HT1080 IDH1KD tx = HT-1080 IDH1 knockdown cell toxicity (counter line) | HT-1080 IDH1 knockdown viability, ATP luminescence, 48 h | Potency, µM (titrated, usually from 46.1 µM), inactives show at the highest dose activity, negative = toxicity, actives largely listed as cytotoxic | 360,000 tested, 2% active | AID 686971;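 also: potency is read from the fitted curve at half-maximal effect; 0% = DMSO wells and -100% = cell-free medium wells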
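Luminescent ATP read-out (CellTiter-Glo, 10 min at room temperature) after 48 h compound exposure at 37 °C gave viability of IDH1-knockdown HT-1080 cells. Activity was normalised to DMSO and cell-free wells, then fitted as concentration-response curves.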
KB-3-1 cytotox = kills parental KB-3-1 adenocarcinoma cells; KB-3-1 viability, CellTiter-Glo ATP luminescence, 72 h; AID 1347075; 400,000 tested, 1.4% active; Potency, µM (series often up to 46.1 µM), inactives show at the highest dose activity change, negative = cytotoxic, most hits filed as cytotoxic; also: potency is read from the fitted curve at half-maximal effect; % is scaled to controls: 0 for no effect and ±100 for the full control effect; nearly all actives have a fitted effect of over 60% in size
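Viability of parental KB-3-1 cells, measured by CellTiter-Glo luminescence, followed a 72 h incubation at 37 °C with pinned compounds in phenol-red-free DMEM containing 10% FBS.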
S2 tox = reduces viability in counter-screen for ATXN expression inhibitors | S2 cells (HEK-293 line with an ATXN2-luciferase reporter) viability, CellTiter-Fluor protease fluorescence, 24 h | Potency, µM (series often up to 56.7 µM), usual class: cytotoxic | 400,000 tested, 0.49% active | AID 651635; also: potency is read from the fitted curve at half-maximal effect; nearly all actives have a fitted effect of over 40% in size
Active calls of the source: *; i = inactive; ? = inconclusive; . = no result given; [ ] = remark or other dose. Unless noted, calls follow the shape of the dose curve; as a rule, active = well fitted curve in the direction sought with a large enough effect; inconclusive = small, poorly fitted or top-dose-only effect, or another doubt; inactive = no such curve, though single readings can be large; an effect the other way counts as inactive or inconclusive.

| item | SMILES | SW480 rereplic | IL1B secr inh | ATXN2 expr inh | KB-V1 MDR tox | HT1080NT lethal |
| --- | --- | --- | --- | --- | --- | --- |
| 1 | Cc1cc(C)cc(NC(=S)N=Nc2c(O)n(C)c3ccc(S(=O)(=O)N4CCOCC4)cc23)c1 | ? | -4 | 0% | 0% | -13% |
| 2 | CN(c1ccc(C(=O)NCc2ccccn2)cc1)S(=O)(=O)c1ccc(Cl)cc1 | -21% | i | 8% | -30% | 10% |
| 3 | CSc1ccc(C2C(C(=O)Nc3ccccc3)=C(C)Nc3nc4ccccc4n32)cc1 (centres undefined) | . | . | -6% | -16% | . |
| 4 | COC(=O)c1ccc(OC(=O)c2ccccn2)cc1 | -4% | 5 | -35% | 11% | 0% |
| 5 | CCN1CCN(C(CNS(=O)(=O)c2ccc(Cl)cc2)c2ccccc2)CC1 (centres undefined) | -2% | ? | -12% | -14% | -27% |
| 6 | Cc1ccc(S(=O)(=O)N2CCCN(S(=O)(=O)c3ccc(C)c(C)c3)CC2)cc1C | 7% | 0 | -17% | 4.1µM* | 9% |
| 7 | Cc1ccc(S(=O)(=O)N2CCC(C(=O)NNC(=O)c3ccccc3O)CC2)cc1C | ? | 8 | ? | ? | -25% |
| 8 | Cc1[nH]n(C2=NCCS2)c(=O)c1N=Nc1ccccc1 | -1% | 83 | -26%[11.3 µM] | ? | 4% |
| 9 | NC(=O)c1c(NC(=O)c2c(F)cccc2F)sc2c1CCN(Cc1ccccc1)C2 | 13% | -8 | -23% | -1% | -2% |
| 10 | CC1=C(C(=O)N(C(C)C)C(C)C)CC(CC(=O)NC2CC2)C(=O)N1Cc1ccc(C(C)(C)C)cc1 (centres undefined) | . | 0 | -20% | ? | -7% |
| 11 | Cc1csc(N(C)C(=O)CSc2nnc(COc3ccccc3C)o2)n1 | 0% | -5 | -20% | 3% | -12% |
| 12 | Cc1ccc2nc(C(O)C(O)c3nc4ccc(C)cc4[nH]3)[nH]c2c1 (centres undefined) | -13% | 19 | 21% | 4% | 13% |
| 13 | COc1ccc(NS(=O)(=O)c2cccc(NC(=O)c3ccc(S(=O)(=O)N4CCCCCC4)cc3)c2)cc1 | -3% | -3 | ? | ? | ? |
| 14 | COc1cc(CN2CCN(Cc3ccc(C)cc3)CC2)c([N+](=O)[O-])cc1OC | -5% | -23 | -8% | ? | -9% |
| 15 | COc1ccc(-n2c(=S)[nH]c3cc(C(=O)NC4CCCCC4)ccc3c2=O)c(OC)c1 | 0% | 11 | -18% | -24% | -13% |

| item | MCF10A rereplic | HT1080 IDH1KD tx | KB-3-1 cytotox | S2 tox |
| --- | --- | --- | --- | --- |
| 1 | -5% | -16% | 0% | ? |
| 2 | -7% | -3% | 0% | i |
| 3 | . | . | ? | i |
| 4 | 5% | 7% | 3% | i |
| 5 | -3% | -10% | 5% | i |
| 6 | 17% | 9% | -29% | ? |
| 7 | 20% | ? | ? | i |
| 8 | -4% | 2% | -2% | i |
| 9 | 26µM* | -5% | ? | i |
| 10 | . | 2% | 3% | i |
| 11 | -1% | ? | -2% | i |
| 12 | 1% | 2% | -3% | i |
| 13 | ? | ? | 21µM* | ? |
| 14 | 1% | -21% | -20% | i |
| 15 | ? | -9% | ? | i |

(continued)
| item | SMILES | SW480 rereplic | IL1B secr inh | ATXN2 expr inh | KB-V1 MDR tox | HT1080NT lethal |
| --- | --- | --- | --- | --- | --- | --- |
| 16 | CCN1C(=O)c2ccccc2S(=O)c2ccc(C(=O)NCc3ccc(F)cc3)cc21 (centres undefined) | . | . | 7% | -21% | . |
| 17 | COc1ccccc1CN(C)CC(=O)Nc1cccc2ccccc12 | -16% | -60* | -22% | -18% | -15% |
| 18 | Cc1c(C(=O)OC2CCC(C)CC2)[nH]c2c1C(=O)CC(c1ccc(N(C)C)cc1)C2 (centres undefined) | . | . | 0% | -6% | . |
| 19 | Cc1cc(C)c(C(=O)C[n+]2cccc(C(N)=O)c2)c(C)c1 | 0% | 2 | -3% | 6% | -3% |
| 20 | O=C(Nc1ccccc1Cl)C(=O)c1cn(CC(=O)N2CCOCC2)c2ccccc12 | -4% | 14 | . | -2% | 1% |
| 21 | Cc1c(C(=O)Nc2cccc(Cl)c2)oc2ccc(S(=O)(=O)N3CCCCCC3)cc12 | . | . | -6% | -11% | . |
| 22 | Cc1cc(C)n(CC(=O)Nc2ccc3c(c2)OCO3)c(=O)c1C#N | -4% | 10 | 5% | 4% | 10% |
| 23 | O=C(OC(C(=O)Nc1cc(Cl)cc(Cl)c1)c1ccccc1)C1=COCCO1 (centres undefined) | 6% | -51* | -12% | ? | 0% |

| item | MCF10A rereplic | HT1080 IDH1KD tx | KB-3-1 cytotox | S2 tox |
| --- | --- | --- | --- | --- |
| 16 | . | . | 0% | i |
| 17 | 1% | -23% | -1% | i |
| 18 | . | . | 2% | i |
| 19 | 2% | 5% | -11% | i |
| 20 | -5% | -1% | -1% | i |
| 21 | . | . | 1% | i |
| 22 | -2% | 18% | -4% | ? |
| 23 | 23% | -1% | -19% | ? |

Gathered by group, the entries above with a halogen (seven)
| item | SMILES | SW480 rereplic | IL1B secr inh | ATXN2 expr inh | KB-V1 MDR tox | HT1080NT lethal |
| --- | --- | --- | --- | --- | --- | --- |
| 2 | CN(c1ccc(C(=O)NCc2ccccn2)cc1)S(=O)(=O)c1ccc(Cl)cc1 | -21% | i | 8% | -30% | 10% |
| 5 | CCN1CCN(C(CNS(=O)(=O)c2ccc(Cl)cc2)c2ccccc2)CC1 (centres undefined) | -2% | ? | -12% | -14% | -27% |
| 9 | NC(=O)c1c(NC(=O)c2c(F)cccc2F)sc2c1CCN(Cc1ccccc1)C2 | 13% | -8 | -23% | -1% | -2% |
| 16 | CCN1C(=O)c2ccccc2S(=O)c2ccc(C(=O)NCc3ccc(F)cc3)cc21 (centres undefined) | . | . | 7% | -21% | . |
| 20 | O=C(Nc1ccccc1Cl)C(=O)c1cn(CC(=O)N2CCOCC2)c2ccccc12 | -4% | 14 | . | -2% | 1% |
| 21 | Cc1c(C(=O)Nc2cccc(Cl)c2)oc2ccc(S(=O)(=O)N3CCCCCC3)cc12 | . | . | -6% | -11% | . |
| 23 | O=C(OC(C(=O)Nc1cc(Cl)cc(Cl)c1)c1ccccc1)C1=COCCO1 (centres undefined) | 6% | -51* | -12% | ? | 0% |

| item | MCF10A rereplic | HT1080 IDH1KD tx | KB-3-1 cytotox | S2 tox |
| --- | --- | --- | --- | --- |
| 2 | -7% | -3% | 0% | i |
| 5 | -3% | -10% | 5% | i |
| 9 | 26µM* | -5% | ? | i |
| 16 | . | . | 0% | i |
| 20 | -5% | -1% | -1% | i |
| 21 | . | . | 1% | i |
| 23 | 23% | -1% | -19% | ? |
